NPC1 prom act: activates the NPC1 promoter; Huh7 NPC1 promoter luciferase reporter, 24 h; Potency, µM (series often up to 9.22 µM), without a hit: at the top dose activation, hits mostly activators; 320,000 compounds, 2.4% hits; AID 485313;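 further: % of control where 0% means no effect; nearly all actives have a fitted effect of over 60% in size; reporter is driven by a mutant NPC1 promoter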
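Stable NPC1-promoter luciferase Huh7 line; cpd (DMSO) 24 h, 37 °C, 5% CO2; Amplite luciferase reagent 10 min RT; luminescence readout. qHTS format.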
Gal4-VP16 FLuc: inhibits Gal4-VP16 luciferase reporter, ROR gamma counter-screen; 310,000 compounds, 3.5% hits; AID 2546; Potency, µM (top dose mostly 53.6 µM), for the others: at the highest dose activity, negative = inhibition, most hits filed as inhibitors; Drosophila S2 Gal4-VP16 UAS-luciferase, luminescence, 20 h;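 further: Gal4-VP16 expression switched on by copper sulfate through the metallothionein promoter; on the % scale 0 is the no-effect control and ±100 the full control effect; nearly all actives have a fitted effect of over 50% in size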
MBNL1-CUG inh: blocks human MBNL1 binding to CUG repeat RNA | AID 2675 | 280,000 compounds, 0.036% hits | Q9NR56 | Potency, µM (series often up to 57.5 µM), for the others: at the top dose activity change, negative = inhibition, hits mostly inhibitors | TR-FRET MBNL1-His/biotin-(CUG)12 binding, 665/545 ratio; active means well fitted inhibition curve with a large enough effect in the signal ratio, with a control signal flat, not every such curve was filed as active; inconclusive means small, poorly fitted or top-dose-only effect, or effect the other way, or a change in a side signal; inactive means no such curve, though single readings can be large or run the other way; the % refers to the signal ratio; further: on the % scale 0 is the no-effect control and ±100 the full control effect
Target sequence (Q9NR56 whole entry, looked up): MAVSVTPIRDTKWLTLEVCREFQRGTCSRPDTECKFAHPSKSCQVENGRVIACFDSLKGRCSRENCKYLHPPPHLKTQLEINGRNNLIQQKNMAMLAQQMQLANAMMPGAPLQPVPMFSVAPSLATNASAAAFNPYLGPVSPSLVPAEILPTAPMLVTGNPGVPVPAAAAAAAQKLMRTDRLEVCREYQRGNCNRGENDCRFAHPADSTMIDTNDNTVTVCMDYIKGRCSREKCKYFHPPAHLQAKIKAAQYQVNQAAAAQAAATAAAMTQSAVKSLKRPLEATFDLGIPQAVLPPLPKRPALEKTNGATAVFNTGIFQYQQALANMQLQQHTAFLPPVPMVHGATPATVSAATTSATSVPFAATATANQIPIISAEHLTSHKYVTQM
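Compounds (final 92 nM to 58 uM) are added to His-tagged MBNL1 and biotin-(CUG)12, then terbium anti-His antibody and streptavidin-XL665 (5 nM final). After 60 min at room temperature, the 665/545 nm ratio is read.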
p53 reactivation: restores transcriptional activity of mutant p53; H1299 p53-A138V BP100-luciferase reporter, luminescence, 24 h; Potency, µM (highest dose often 92.2 µM), for the others: at the top dose activity change, positive = activation, actives largely listed as activators; 320,000 compounds, 0.063% hits; AID 504706; further: % of control where 0% means no effect; nearly all actives have a fitted effect of over 45% in size
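H1299 (p53-null), stable ts p53-A138V + BP100-Luc; 1000 cells/well, Opti-MEM/10% FBS; cpd 4 pt, 1:5; 24 h, 37 deg C, 5% CO2; detection reagent 10 min RT; luminescence.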
uPA surface inh: blocks generation of uPA at the cell surface | cell surface uPA generation assay, qHTS | Potency, µM (titrated, usually from 38.3 µM), inactives show at the top dose activity change, negative = inhibition, most hits filed as inhibitors | 330,000 compounds, 0.31% hits; active means well fitted inhibition curve with a large enough effect; inconclusive means small, poorly fitted or top-dose-only effect; inactive means no such curve, though single readings can be large or run the other way; tested in mouse RAW 264.7 cells; further: on the % scale 0 is the no-effect control and ±100 the full control effect; nearly all actives have a fitted effect of over 55% in size
FLuc counter: inhibits or activates purified firefly luciferase, miR-21 counter-screen | purified FLuc, Km substrates, luminescence inhibition | Potency, µM (highest dose often 57.5 µM), for inactives: at the top dose activity change, negative = inhibition, hits mostly inhibitors | 360,000 compounds, 6.9% hits;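 further: plate controls were vehicle for no effect and reference inhibitor for full effect; nearly all actives have a fitted effect of over 55% in size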
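Purified P. pyralis luciferase (10nM final) with 10uM D-luciferin and 10uM ATP (Km levels) in 50mM Tris acetate pH 7.5, 10mM Mg acetate, 0.01% Tween-20, 0.05% BSA; qHTS 6-point titration, ~60 µM downward; luminescence read.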
RORg inh: blocks mouse ROR gamma transcriptional activity; Potency, µM (doses to about 53.6 µM), for inactives: at the highest dose activity change, negative = inhibition, actives largely listed as inhibitors; 310,000 compounds, 5.4% hits; Drosophila S2 Gal4-RORgamma UAS-luciferase reporter, 20 h; P51450; AID 2551; further: on the % scale 0 is the no-effect control and ±100 the full control effect; nearly all actives have a fitted effect of over 60% in size
Target sequence (P51450 whole entry, looked up, the tested form may be a part): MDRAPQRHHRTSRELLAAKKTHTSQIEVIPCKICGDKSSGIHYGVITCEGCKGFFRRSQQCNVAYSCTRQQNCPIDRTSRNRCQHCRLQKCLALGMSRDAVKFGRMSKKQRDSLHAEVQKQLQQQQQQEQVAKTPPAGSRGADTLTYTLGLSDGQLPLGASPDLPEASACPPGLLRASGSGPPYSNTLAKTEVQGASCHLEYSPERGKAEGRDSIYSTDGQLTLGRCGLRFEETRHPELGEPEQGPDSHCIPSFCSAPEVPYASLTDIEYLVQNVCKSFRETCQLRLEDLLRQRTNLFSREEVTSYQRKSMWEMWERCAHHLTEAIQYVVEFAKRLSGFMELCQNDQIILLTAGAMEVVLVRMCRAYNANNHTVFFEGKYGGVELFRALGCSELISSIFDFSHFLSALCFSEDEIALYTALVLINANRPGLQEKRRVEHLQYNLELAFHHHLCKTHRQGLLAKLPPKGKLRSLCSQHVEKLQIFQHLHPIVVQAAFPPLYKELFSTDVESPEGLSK
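In this cell-based reporter format, copper sulfate (700 uM final) drives Gal4–ROR gamma fusion expression from a metallothionein promoter in Drosophila Schneider cells; compounds preincubated 1 hr, reporter read after 20 hr at ambient temperature.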
Rab9 promoter act: activates the Rab9 promoter. Huh7 Rab9 promoter-luciferase reporter, luminescence, 24 h. Potency, µM (top dose mostly 9.22 µM), without a hit: at the highest dose activation, negative = inhibition, most hits filed as activators. 320,000 compounds, 2.8% hits; further: % of control where 0% means no effect; nearly all actives have a fitted effect of over 60% in size
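Measured in stably transfected Huh7 cells bearing a Rab9 promoter–luciferase construct: 24 h compound treatment at 37 °C, followed by luminescence detection.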
BRCA1 expr act: activators of BRCA1 expression | Potency, µM (highest dose often 46.1 µM), without a hit: top-dose activation, usual class: activators | MCF7-BRCA1-FFLuc reporter, luminescence, 48 h; response scale: scaled: vehicle 0%, 10 µM genistein 100% | 380,000 compounds, 1.1% hits; further: nearly all actives have a fitted effect of over 80% in size; some results filed as inactive show a strong effect at the top dose
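First, MCF7-BRCA1-FFLuc cells (2000/well) attach for 2 h; next, compounds are pin-added and incubated 48 h at 37 °C; finally, luciferase reagent is added and luminescence read after 15 min.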
ELG1 genotoxic: induces genotoxicity in HEK293T cells with luciferase-tagged ELG1 | 330,000 compounds, 1.3% hits | Potency, µM (highest dose often 46 µM), inactives show at the top dose activity change, positive = activation, usual class: activators | AID 504466 | HEK293T ELG1-luciferase reporter, luminescence, 16 h; further: % of control where 0% means no effect; nearly all actives have a fitted effect of over 60% in size
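DMSO vehicle served as control against compound-treated ELG1-luciferase HEK293T cells; exposure lasted 16 hr at 37 °C and 5% CO2, followed by ONE-Glo luminescence detection after 30 min.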
CXXC DNA block: MLL CXXC-DNA interaction inhibition; 290,000 compounds, 0.037% hits; MLL-CXXC / FITC-HOXA9 DNA fluorescence polarization; Q03164; Potency, µM (highest dose often 115 µM), for inactives: top-dose activity change, negative = inhibition, actives largely listed as inhibitors; AID 2662; active means well fitted inhibition curve with a large enough effect in the polarisation, with a control signal flat, not every such curve was filed as active; inconclusive means small, poorly fitted or top-dose-only effect, or effect the other way, or a change in a side signal; inactive means no such curve, though single readings can be large or run the other way; the % refers to the polarisation
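Steps: dispense CXXC domain solution (7 uM) → pin compounds or unlabeled HOX-A9 DNA control → 5 min ambient → add FLSN-HOX-A9 solution (50 nM) → spin → 30 min ambient → fluorescence polarization. Tris pH 7.5/NaCl/DTT/BSA buffer.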
* hit, by the source's call; ? = inconclusive; / = no result given; & = joins results of further samples; [ ] = dose if it differs, or a comment. Unless noted, the call rests on the fitted dose curve; in most records, active means well fitted curve in the direction sought with a large enough effect; inconclusive means small, poorly fitted or top-dose-only effect, or another doubt; inactive means no such curve, though single readings can be large; an effect the other way counts as inactive or inconclusive. Potency means the concentration at half of the fitted maximal effect.

SMILES	NPC1 prom act	Gal4-VP16 FLuc	MBNL1-CUG inh	p53 reactivation	uPA surface inh	FLuc counter	RORg inh	Rab9 promoter act	BRCA1 expr act	ELG1 genotoxic	CXXC DNA block
CCOC(=O)CNC(=O)CSc1nc2cccnc2n1CC	-8.3%	-7.0%	?	5.8%	3.2%	1.8%	-1.2%	1.1%	6.5%	0.8%	-1.1%
O=C(NCCCN1CCCC1)c1ccc(CS(=O)(=O)c2ccc(Br)cc2)o1	-4.8%	-5.3%	4.8%	?	5.0%	2.7%	5.5%	-7.4%	-13.9%	-0.5%	5.0%
COc1ccc(NC(=O)CSc2nnc(-c3cc(C)[nH]n3)n2N)cc1	3.8%	-16.7%	-2.3%	-0.6%	0.8%	-19.3%	-13.8%	-3.0%	-0.6%	0.5%	2.1%
CC(=O)Nc1ccc(SC(C)C(=O)NC(N)=O)cc1 (stereo not drawn)	0.2%	4.1%	-1.3%	-2.4%	5.1%	-1.2%	32.0%	4.5%	0.1%	2.2%	-2.0%
[O-]/[N+](=C\c1ccncc1)c1ccc(Br)cc1	?	1.2%	-11.3%	?	1.5%	8.49µM*	-43.0%	?	78.1%	?	0.3%
CC(=O)N1N=C(c2ccc(C)c([N+](=O)[O-])c2)OC1(C)C	-3.6%	10.6%	/	-0.9%	-2.0%	-3.2%	2.1%	-0.8%	1.8%	6.6%	0.1%
NS(=O)(=O)c1ccc(CCNC(=O)C2CCN(S(=O)(=O)c3cccc4cccnc34)CC2)cc1	-1.6%	5.4%	-2.0%	16.9%	15.4%	0.3%	-18.4%	-2.2%	-0.9%	-4.9%	0.4%
CN(C)c1nc(/C=C(\C#N)C(N)=O)c(Cl)n1-c1ccc(F)cc1	22.1%	?	-9.4%	2.6%	-4.7%	-7.0%	-44.9%	25.8%	-40.1%	-14.1%	13.5%
O=c1ccc(-c2ccc(S(=O)(=O)NCc3cccc(Br)c3)s2)n[nH]1	-2.8%	1.5%	30.8%[activator]	-9.8%	2.5%	1.1%	-8.5%	0.1%	-16.2%	9.1%	0.7%
CCOC(=O)c1cccc(NC(=O)C2CCCN(c3nnc(N4CCCC4=O)s3)C2)c1 (stereo not drawn)	-0.1%	3.6%	-2.0%	/	-1.5%	0.1%	-15.6%	0.7%	13.0%	1.2%	/
COc1cc(OC)cc(C(=O)Nc2cccc(C(C)=O)c2)c1	14.6%	6.9%	5.9%	-17.1%	-5.9%	?	?	18.3%	54.1%	?	-1.2%
O=C(CN1C(=O)NC2(CCCc3ccccc32)C1=O)NCc1ccco1 (stereo not drawn)	4.1%	2.6%	-0.1%	-4.3%	-5.1%	-2.1%	3.5%	1.3%	-0.3%	-0.1%	5.6%
N#Cc1cc(-c2ccccc2)nc(Oc2ccc(Cl)cc2)n1	-5.6%	1.2%	-3.0%	13.7%	5.9%	-7.6%	31.5%	-9.1%	-48.5%	-4.8%	-3.2%
NNC(=O)c1ccc(Oc2cc(Cl)cc(Cl)c2)o1	-1.1%	0.7%	/	1.7%	7.2%	-5.5%	?	-5.3%	-25.7%	-2.6%	2.2%
COc1ccc(C)cc1S(=O)(=O)Nc1cc2c3c(c1)CCN3C(=O)CC2	-2.4%	/	/	-6.1%	-8.9%	6.5%	/	-0.7%	-29.1%	?	/
c1ccc(-c2cc3c(N4CCN(c5ccccc5)CC4)ncnc3s2)cc1	-1.1%	-0.4%	7.0%	2.7%	4.8%	-8.3%	-10.1%	-4.0%	-24.7%	-18.1%	0.5%
CC(C)(C)NC(=O)COC(=O)c1cc(S(=O)(=O)N2CCCCC2)ccc1N1CCOCC1	-1.7%	-4.1%	-0.8%	0.2%	-4.2%	-23.7%	21.2%	-4.4%	-18.8%	2.1%	10.7%
CCC(NC(=O)c1ccccc1NC(=O)c1ccc(C)cc1)C(=O)O (stereo not drawn)	10.1%	-4.9%	3.0%	25.7%	/	13.5µM*	-7.3%	20.0%	?	?	14.3%
COc1cccc(C2=NOC(C(=O)N3CCN(c4ccccc4)CC3)C2)c1OC (stereo not drawn)	-1.3%	-1.7%	-3.8%	-2.8%	4.9%	2.4%	34.9%	-3.7%	-18.0%	-2.8%	0.8%
CCCCN(C)C(=S)Nc1ccc2nc3n(c(=O)c2c1)CCCCC3	-1.3%	-13.1%	-1.5%	-3.4%	-3.4%	2.0%	2.1%	-0.6%	0.0%	-0.5%	3.1%
CC1=C(CC(=O)NCC(=O)NCC(=O)O)c2cc(F)ccc2/C1=C/c1ccc(S(C)=O)cc1 (stereo not drawn)	1.4%	-1.5%	?	3.3%	-1.0%	?	-5.1%	-12.6%	4.8%	0.6%	-7.9%
C[C@@H](C(=O)NCCc1c[nH]c2ccccc12)[C@@H]1C[C@@]1(C)[C@@H](NC(=O)OCc1ccccc1)c1ccccc1	1.1%	-22.6%&3.9%	?	8.2%	4.8%	-10.9%	?	4.3%	-37.9%	-11.1%	22.5%
O=C(CN1C(=O)/C(=C\c2cccc(F)c2)Oc2ccccc21)N1CCN(c2ccccn2)CC1	-5.2%	-11.9%	/	0.1%	-3.5%	2.6%	1.3%	-0.8%	-27.6%	12.5%	1.5%
O=[N+]([O-])c1ccccc1/C=N/N1CCN(c2ccc(Cl)cc2)CC1	0.4%	-0.5%	9.9%	0.4%	-0.6%	5.4%	34.6%	-9.1%	-32.6%	?	1.9%
COc1ccccc1C(=O)Nc1ccc2c(c1)nc(CN1CCN(C(C)=O)CC1)n2C	-3.7%	-6.6%	3.4%	-11.4%	-2.5%	-10.3%	10.1%	-5.0%	21.7%	4.7%	-0.7%
COc1cccc(-c2cc(C(=O)NN3CCOCC3)c3ccccc3n2)c1	0.4%	0.6%	/	-5.9%	4.4%	-13.3%	15.8%	3.1%	-15.1%	-3.0%	-2.5%
O=C(Nc1cccc([N+](=O)[O-])c1)c1ccc2snnc2c1	0.0%	-7.9%	3.5%	12.4%	6.4%	2.5%	-5.6%	7.6%	12.2%	4.4%	1.7%
CS(=O)(=O)Nc1ccc(-c2cn3c(n2)SCC3)cc1	22.1%	-14.6%	-0.2%	6.3%	1.9%	?	0.6%	14.1%	24.3%	7.8%	-7.8%
CCn1c(CC(=O)Nc2ccc(Cl)c(Cl)c2)nnc1SCc1ccc(C)cc1	1.3%	-15.1%	-23.1%	-5.5%	-5.5%	-2.7%	22.8%	0.0%	-19.9%	0.9%	-1.4%
CCOC(=O)c1cnc(-n2nc(C)cc2C)nc1Oc1ccc(C(=O)OC)cc1	0.3%	2.6%	10.8%	18.4%	-1.7%	-1.6%	-22.3%	-1.6%	12.0%	-1.8%	-4.2%
Cc1c(Br)cnn1C(C)C(=O)N1CCN(c2ccc(F)cc2)CC1 (stereo not drawn)	-0.9%	/	/	-16.2%	-3.9%	-3.8%	/	4.4%	-28.2%	-7.8%	/
C/C=C/C(=O)N1c2ccc(C)cc2C(C)=CC1(C)C	-6.5%	-6.9%	-1.5%	-1.0%	3.0%	-0.2%	-17.6%	-0.4%	4.3%	-1.2%	10.3%
COC(=O)C(C)NC(=O)CNS(=O)(=O)c1ccc(F)cc1 (stereo not drawn)	-4.1%	6.8%	-0.4%	-1.1%	-8.9%	-1.0%	14.2%	-4.9%	-5.7%	-3.8%	0.5%
COCCNC(=O)c1ccc2nc(Cc3ccc(OC)c(OC)c3)oc2c1	-30.7%[inhibitor]	?	8.1%	/	5.2%	?	?	?	?	10.4%	13.2%
Cc1nnc(SCC(=O)Nc2nonc2C)s1	-5.4%	4.6%	-2.3%	0.2%	3.0%	1.4%	-6.6%	-0.4%	6.9%	-5.2%	-1.3%
COc1ccccc1OCC(=O)N1CCN(C(=O)c2ccco2)CC1	3.0%	-3.5%	0.6%	13.9%	-2.3%	-0.1%	-6.8%	-3.3%	9.1%	0.6%	-9.3%
Oc1c(CN2CCCCC2)cc(Br)c2cccnc12	-35.8%[inhibitor]	1µM*	21.1%	-13.8%	?	-9.1%	3.98µM*	-38.1%[inhibitor]	-70.2%	-5.4%	0.4%

RORg inh: what is marked active above.
compound | NPC1 prom act | MBNL1-CUG inh | p53 reactivation | uPA surface inh | RORg inh | Rab9 promoter act | BRCA1 expr act | CXXC DNA block
Oc1c(CN2CCCCC2)cc(Br)c2cccnc12 | -35.8%[inhibitor] | 21.1% | -13.8% | ? | 3.98µM* | -38.1%[inhibitor] | -70.2% | 0.4%

An excerpt; count on the stated rates, not on these rows.
